Compound activity deposited in PubChem BioAssay by National Center for Advancing Translational Sciences (NCATS).
IMPase inh = membrane-permeable compound that blocks inositol monophosphatase. P97697. CHO-M1 cells, IP1 accumulation, HTRF TR-FRET ratio. inhibition (IP1 accumulation), % at 46.1 µM. 120,000 tested, under 10 active. AID 901; active = well fitted curve in the direction sought with a large enough effect in the signal ratio, not every such curve was filed as active; inconclusive = small, poorly fitted or top-dose-only effect, or a change in a side signal; inactive = no such curve, though single readings can be large or run the other way; the % refers to the signal ratio;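 note: cells stimulated with carbachol in lithium chloride buffer; plate controls were DMSO basal wells for no effect and reference inhibitor wells for full effect; higher means more IMPase inhibition seen as more IP1 and lower FRET ratio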
Target sequence (P97697 whole entry, looked up): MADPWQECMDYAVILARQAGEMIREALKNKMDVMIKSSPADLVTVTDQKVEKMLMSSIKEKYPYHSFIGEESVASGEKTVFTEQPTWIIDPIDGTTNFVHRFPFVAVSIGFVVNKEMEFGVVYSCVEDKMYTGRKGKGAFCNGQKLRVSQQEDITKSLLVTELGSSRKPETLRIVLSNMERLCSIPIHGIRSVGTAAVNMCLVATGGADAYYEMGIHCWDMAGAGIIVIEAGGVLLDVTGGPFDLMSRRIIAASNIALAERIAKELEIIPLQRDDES
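Seeded CHO-M1 cells were dosed with compound at up to 46 uM, stimulated with carbachol for 30 min, then lysed in IP-One detection reagents. Higher IP1 lowers the TR-FRET signal.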
PNC assembly inh = blocks assembly of the perinucleolar compartment. PC3M PTB-GFP, PNC prevalence imaging, 16 h; hits give low values. activity change (PNC), negative = inhibition, % at 10 µM. 3.1% of 140,000 active;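 active = readout at or below -70, meaning at least 70% loss of cells showing the perinucleolar compartment, a nuclear body marking cancer cells; inconclusive = readout between -30 and a set limit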;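 note: plate controls were DMSO wells for no effect and camptothecin positive control wells for full effect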
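Read-out is percentage of cells bearing a perinucleolar compartment, from automated 20x imaging of fixed, Hoechst-stained PC3M PTB-GFP cells. Cells were seeded 4 h, then exposed 16 h to compound (23 nl of library stock) in duplicate plates.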
12-hLO inh = blocks human 12-lipoxygenase activity; P18054; purified 12-hLO, xylenol orange hydroperoxide absorbance; Potency, µM (top dose mostly 57.1 µM), for the others: at the top dose activity change, negative = inhibition, hits mostly inhibitors; 0.12% of 150,000 active; AID 1452; note: potency is the fitted concentration of half-maximal effect; nearly all actives have a fitted effect of over 55% in size; many of its hits are not listed in these tables
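Hydroperoxide output read as Fe(III)-xylenol orange absorbance, 573-to-405 nm ratio, after 30 min reaction with 40 uM arachidonic acid. Enzyme: 150 nM purified human 12hLO, 15 min compound preincubation; 25 mM Hepes pH 7.0, room temperature.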
15-hLO-2 inh = blocks human 15-lipoxygenase 2 activity; purified 15hLO-2, xylenol orange hydroperoxide absorbance; Potency, µM (series often up to 57.1 µM), for inactives: at the highest dose activity change, negative = inhibition, hits mostly inhibitors; 0.56% of 110,000 active; AID 881; note: potency is the fitted concentration of half-maximal effect; nearly all actives have a fitted effect of over 60% in size; many of its hits are not listed in these tables
Target sequence (O15296 whole entry, looked up): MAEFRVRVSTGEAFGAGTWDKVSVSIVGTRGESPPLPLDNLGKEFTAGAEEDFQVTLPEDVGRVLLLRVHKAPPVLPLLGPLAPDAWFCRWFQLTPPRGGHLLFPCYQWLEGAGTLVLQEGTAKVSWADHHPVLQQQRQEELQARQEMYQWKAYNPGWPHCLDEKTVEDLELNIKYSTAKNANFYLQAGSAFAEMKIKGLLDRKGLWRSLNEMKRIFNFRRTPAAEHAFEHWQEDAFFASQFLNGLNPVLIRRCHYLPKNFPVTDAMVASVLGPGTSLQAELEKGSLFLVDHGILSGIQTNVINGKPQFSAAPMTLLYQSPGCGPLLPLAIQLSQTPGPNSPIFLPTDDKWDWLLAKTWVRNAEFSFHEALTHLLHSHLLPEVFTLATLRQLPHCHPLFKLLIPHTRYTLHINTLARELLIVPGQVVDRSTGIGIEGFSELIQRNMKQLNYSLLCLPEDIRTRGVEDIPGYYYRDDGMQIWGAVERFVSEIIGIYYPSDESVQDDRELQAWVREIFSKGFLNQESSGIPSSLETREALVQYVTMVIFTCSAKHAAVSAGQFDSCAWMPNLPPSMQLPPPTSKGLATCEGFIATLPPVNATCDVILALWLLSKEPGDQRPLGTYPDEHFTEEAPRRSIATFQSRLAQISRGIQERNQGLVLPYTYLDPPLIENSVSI
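Screening format was qHTS against 50 nM purified 15hLO-2 in Hepes pH 7.5 with detergent. Activity follows hydroperoxide formation from 45 uM arachidonic acid, measured as 573:405 nm absorbance ratio of the ferric-xylenol orange complex.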
The depositor's hits bear a star; ? = inconclusive; . = no result given; [ ] = remark or other dose. Unless noted, calls come from the whole dose curve; as a rule, active = well fitted curve in the direction sought with a large enough effect; inconclusive = small, poorly fitted or top-dose-only effect, or another doubt; inactive = no such curve, though single readings can be large; an effect the other way counts as inactive or inconclusive. Unless noted, % is set by controls: 0 for no effect and ±100 for the full control effect.

Values run as follows: IMPase inh	PNC assembly inh	12-hLO inh	15-hLO-2 inh
- Cc1[nH]c2ccccc2c1C(=O)C(=O)NCCC1=CCCCC1
  3.3	-21.0	-1.3%	.
- COc1ccc(-c2noc(CSc3ccc(C)cc3)n2)cc1
  -3.8	0.3	-5.3%	14.9%
- CCCC(=O)Nc1ccc(C(=O)NNC(=O)c2ccccc2Br)cc1
  -0.2	-1.5	-1.0%	-18.0%
- COc1ccc(NC(=S)Nc2ccc(OCc3ccccc3)cc2)cc1OC
  -2.5	79.6	?	.
- O=C(O)COc1ccc(NC(=O)c2ccco2)cc1
  -0.4	2.5	1.3%	3.2%
- N#CC(=C1CCCC1)c1nc(-c2cc3ccccc3oc2=O)cs1
  10.2	31.4	-5.1%	-21.2%
- O=C(CCc1ccccc1)Nc1ccc(NC(=O)c2ccco2)cc1
  4.9	?	-6.4%	-7.5%
- CCCCCCOc1ccc(OC(=O)c2cccnc2)cc1
  3.7	55.4	0.5%	29.6%
- O=C(c1nc2nc(-c3ccc(Cl)cc3)cc(C(F)(F)F)n2n1)N1CCOCC1
  -0.3	-9.3	-3.9%	-2.0%
- O=C(CN1CCN(CCC(=O)Nc2ccccc2F)CC1)Nc1ccc(F)cc1
  3.0	23.0	1.3%	20.9%
- CCN(CC(=O)Nc1ccc([N+](=O)[O-])cc1OC)c1ccccc1
  6.0	-17.3	-1.7%	-15.1%
- COc1cc(OC)cc(C(=O)N2CCN(C(=O)c3ccc(OC)c(OC)c3)CC2)c1
  .	?	5.4%	.
- CCOc1ccc(CN(C)CC(=O)NNC(=O)c2ccc(Cl)cc2)cc1OC
  5.5	-25.3	0.3%	.
- COc1ccc(NC(=O)CN2CCN(CC(=O)Nc3ccc(OC)c(OC)c3)CC2)cc1
  1.3	?	-1.0%	-1.8%
- C=C(C)c1cccc(C(C)(C)NC(=O)N2CCN(CC)CC2)c1
  ?	78.6	1.5%	.
- CCOc1ccc(C(=O)NC(=S)Nc2ccc(N3CCOCC3)c(Cl)c2)cc1[N+](=O)[O-]
  .	33.0	?	.
- CC[n+]1c(/C=C(\C)Nc2ccccc2)sc2ccccc21
  .	30.3	2.8%	.
- COc1ccc(CN2C(=O)Cc3c2nc(N)c2c(N)nc(N4CCCCC4)c(C#N)c32)cc1
  0.6	?	-2.9%	.
- Cc1ccc(C(=O)OCC(=O)Nc2sccc2C(N)=O)cc1NC(=O)c1ccco1
  9.7	-7.6	-1.7%	-10.9%
- CC(/C=N/NC(=O)c1cccnc1)=C\c1ccco1
  5.6	-14.6	5.2%	-0.2%
- CN1Cc2c(C(=O)OC(C)(C)C)ncn2-c2ccsc2C1=O
  0.5	.	-1.2%	10.3%
- O=C(c1cc(C2CC2)nc2ccccc12)N1N=C(C(F)F)CC1(O)C(F)F (stereo not given)
  8.3	?	-0.2%	.
- O=S(=O)(c1ccc(Br)cc1)N1CCN(c2ccc3nnc(-c4ccccc4)n3n2)CC1
  4.0	24.0	-8.7%	15.4%
- CCCc1[nH]nc2c1C(c1ccc(OCCN3CCOCC3)c(OCC)c1)C(C#N)=C(N)O2 (stereo not given)
  20.5	25.7	-2.0%	5.6%
- COc1ccc(CCC(C)Nc2ccc(F)cc2)cc1 (stereo not given)
  -7.4	20.9	-4.6%	3.5%
- CN(C)c1ccc(C(=O)/C=C/c2ccc(Br)cc2)cc1
  .	?	-0.2%	.
- Fc1ccc(-c2nnc(CSc3nnc(-c4ccc5c(c4)OCO5)o3)o2)cc1
  8.7	21.2	-22.5%	-2.6%
- COCCn1c(=O)c(-c2cccc(C#N)c2)nc2cnc(N3CCNCC3)nc21
  .	.	1.8%	-0.1%
- CCn1c(COc2ccccc2)nnc1SCC(=O)C(C)(C)C
  1.1	-97.2*	-2.1%	-3.7%
- COc1cc(NC(=O)C(=O)NNC(=O)C2CCCCC2)c(OC)cc1Cl
  .	-94.6*	0.4%	.
- COc1ccccc1OCC(=O)NN1Cc2ccccc2C1=N
  1.1	-0.5	-5.0%	-2.5%
- O=C(O)C1CC(=O)N(c2ccc(OCc3ccccc3Cl)cc2)C1 (stereo not given)
  4.7	6.9	-6.2%	10.2%
- CCc1cccc(NC(=O)CN2C(=O)NC3(CCCCCCC3)C2=O)c1
  2.9	60.2	2.5%	-0.6%
- Cc1cccn2c(=O)c3cc(C(=O)NCc4ccco4)c(=N)n(CCOCCO)c3nc12
  -1.0	?	-9.4%	19.4%
- Cc1ccc2c(c1)NC(=O)C(N1CCOCC1)(C(F)(F)F)O2 (stereo not given)
  1.9	-18.5	-1.0%	4.0%
- COc1ccc(CCNC(=O)CCSc2nc(-c3ccco3)cc(C(F)(F)F)n2)cc1OC
  25.4	-7.9	-4.7%	2.9%
- Cc1nn(-c2ccc(Cl)cc2)c2sc(C(=O)c3c(N)n(C)c(=O)n(C)c3=O)cc12
  -1.8	-27.3	7.9%	?
- C=CCO/N=C(\C)c1c(O)c(C)c(-c2ccccc2)n(-c2ccccc2)c1=O
  4.4	99.8	-8.9%	.
- COc1cccc(/C=N/N2CCOCC2)c1O
  -1.8	44.6	0.9%	.
- O=C(CN1C2=NCCN2c2ccccc21)c1ccc2c(c1)OCO2
  6.3	9.9	-9.3%	7.4%
- O=C(c1cc2nc(-c3ccc(F)cc3)cc(C(F)(F)F)n2n1)N1CCCC1
  1.4	-2.6	-1.9%	-7.7%
- Cc1ccc(NC(=O)COC(=O)C(CC(C)C)N2C(=O)C3CC=CCC3C2=O)c(C)c1 (stereo not given)
  -2.4	-87.0*	0.4%	.
- O=C(COc1ncnc2sccc12)NC1CCCc2ccccc21 (stereo not given)
  0.1	0.5	-0.3%	.
- COc1ccc(C)cc1NC(=O)c1ccoc1C
  -0.8	-26.2	-0.7%	-6.5%
- O=C(/C=C/c1c(Cl)cccc1Cl)NCc1ccco1
  -6.2	32.2	0.4%	.
- CC12CN3CC(C)(CN(C1)C3c1ccc(Cl)cc1Cl)C2=O (stereo not given)
  4.9	?	-0.1%	-2.5%
- CCOc1ccc(N=C(NC#N)SC)cc1
  -0.9	32.1	-0.9%	-1.6%
- CCOC(=O)c1c(NC(=O)COC)sc(C)c1C
  1.7	100.7	2.8%	.
- COc1cc(/C=N/NC(=O)c2ccoc2C)ccc1O
  12.4	23.3	-2.9%	.
- COc1ccc(OC)c(C2=NOC(C(=O)NCc3ccccn3)C2)c1 (stereo not given)
  1.6	4.1	-2.6%	4.1%
- O=C(CSc1nnc2ccccn12)NCc1cccs1
  3.5	-26.8	6.0%	6.5%
- CS(=O)(=O)N(CC(O)CON=C1c2ccccc2-c2ccccc21)c1ccc(F)cc1 (stereo not given)
  ?	-6.3	-11.5%	0.4%
- C=CCn1c(SCc2cccc3ccccc23)nnc1-c1cccnc1
  -4.0	?	-13.6%	-4.8%
- C=CC(C1=CC(=O)C=CC1=O)c1ccccc1 (stereo not given)
  .	.	-8.1%	?
- COc1cccc(C(=O)NC2CC3CCCC(C2)N3CC(=O)Nc2ccccc2)c1 (stereo not given)
  -4.1	?	8.2%	35.2%[activator]
- N#CC1=C(N)Oc2c(O)cc3ccccc3c2C1c1ccsc1 (stereo not given)
  2.6	123.2	-11.9%	.
- CCCN=C(N)/C(C(=O)OCC)=C(\O)c1ccc(OC)cc1
  8.9	?	-0.2%	-5.9%
- CCN(CC)S(=O)(=O)c1ccc(OC)c(NC(=S)Nc2cccc(C)c2)c1
  .	15.2	-18.5%	.
- O=c1c2[nH]c3ccccc3c2ncn1CCN1CCOCC1
  -1.4	?	0.6%	-2.7%
- CCOc1ccc(N2C(=O)CC(N)C2=O)cc1 (stereo not given)
  -0.4	?	-0.1%	.

Next part
Values run as follows: IMPase inh	PNC assembly inh	12-hLO inh	15-hLO-2 inh
- Cc1cc(C)cc(N(C(=O)c2ccccn2)C(C(=O)NC2CCCCC2)c2cccs2)c1 (stereo not given)
  8.0	50.2	-8.7%	0.8%
- CCN(CC(=O)N1CCN(C)CC1)S(=O)(=O)c1ccc(Cl)cc1
  3.0	-106.5*	3.7%	-3.7%
- COC(=O)[C@@H](NC(=O)NC(C)CCc1ccccc1)C(C)C (stereo not given in full)
  -6.0	18.4	-4.3%	10.9%
- CC(C)(C)c1ccc(NC(=O)CSc2nnc(-c3n[nH]c4ccccc34)o2)cc1
  -9.0	3.7	-8.6%	.
- C[C@@H]1NC(=O)[C@H](CC(N)=O)NC(=O)c2cc([N+](=O)[O-])cc(I)c2OCC[C@@H](C(=O)NC(CC(=O)O)C(N)=O)NC1=O (stereo not given in full)
  .	?	-9.3%	.
- Cc1ccccc1CNc1nc(N)n(-c2ccccc2)n1
  -6.2	?	-11.9%	8.9%
- C[C@@]12CCC=C[C@H]1[C@H](c1ccccc1Br)N(Cc1ccccc1)C2=O
  .	.	0.6%[0.00818 µM]	11.7%[0.0915 µM]
- CCOC(=O)CC(NS(=O)(=O)c1ccc(OC)c(C)c1)c1cccc([N+](=O)[O-])c1 (stereo not given)
  .	-18.4	-0.8%	.
- CCOc1cc(/C=N\NC(=O)c2ccc(NC(=O)C(C)(C)C)cc2)ccc1OC(=O)c1ccc(C)cc1
  1.9	19.2	-5.6%	2.2%
- CCOC(=O)N1CCN(C(=O)c2cc3cc(Br)ccc3oc2=O)CC1
  -11.1	-6.4	6.5%	-4.4%
- C/C(=N\N=C1/NC(=O)C(C)S1)c1ccc([N+](=O)[O-])cc1 (stereo not given)
  .	47.4	5.3%	.
- Cc1ccc(S(=O)(=O)N2CCCC2C(=O)NC2CCCCC2)cc1 (stereo not given)
  5.3	4.9	0.0%	2.2%
- Cc1cc(C)n(S(=O)(=O)c2cc(C)c(C)cc2C)n1
  6.5	?	-4.8%	0.4%
- CCNNC(=O)C(O)(c1cccc(C)c1)c1cccc(C)c1
  ?	-18.6	2.1%	.
- CC(C)CC(=O)NC(=S)Nc1nc(-c2ccccc2)cs1
  -4.8	?	-3.8%	.
- Nc1cc(Cl)ccc1N1CCOCC1
  -5.9	5.6	2.6%	-13.6%
- CCOc1ccc(N=Nc2c(=O)[nH]n3c(=O)c4c([nH]c23)CCCC4)cc1
  .	-27.5	0.1%	.
- Cc1ccc(-n2c(C)nnc2SCC(=O)N2CCc3ccccc3C2)cc1
  -4.3	30.0	1.0%	.
- CCOC(=O)C1=C(C)N=C2SC(C)C(=O)N2C1/C=C/c1ccccc1OC (stereo not given)
  -10.3	?	-0.2%	-13.4%
- Cc1cccc(-n2cnc3cc(C(=O)N4CCc5ccccc54)ccc32)c1
  .	?	-2.7%	.
- COc1cc(CNCc2cccs2)ccc1OCC(N)=O
  -4.0	14.7	6.2%	-2.0%
- COc1ccc(-c2csc(N)n2)cc1
  .	79.2	-3.9%	.
- Cc1nn(Cc2ccccc2Cl)c(C)c1NC(=O)CCCn1nc([N+](=O)[O-])c(Cl)c1C
  ?	-10.9	-2.3%	.
- O=C1C2C3C=CC(C3)C2C(=O)N1c1cccc(-c2nc3ccccc3o2)c1 (stereo not given)
  -8.0	0.8	-2.7%	3.6%
- COC(=O)CCC(=O)Nc1cccc2c(NC(=O)CCC(=O)OC)cccc12
  -4.4	15.1	7.5%	-4.9%
- O=C(NCCCn1ccnc1)c1cc(-c2ccc(Cl)cc2)nc2ccccc12
  2.7	8.6	-4.2%	50.4%[activator]
- CCc1c(C)c(C#N)c2nc3ccccc3n2c1NCc1ccco1
  3.2	25.3	-1.6%	-3.4%
- CCn1c(=O)cc(SCC(=O)Nc2cc(OC)c(OC)c(OC)c2)c2ccccc21
  -3.3	3.5	3.8%	-0.9%
- CC1=C(C#N)C(NC(=O)C2CCCCC2)(C(F)(F)F)C(=O)N1 (stereo not given)
  -0.7	24.9	8.2%	.
- O=C(CSc1nnc(-c2cccs2)n1-c1ccccc1)N1CCCc2ccccc21
  8.5	1.5	4.5%	-12.2%
- CC(=O)NC1=NN(C(C)=O)C(C)(CS(=O)(=O)c2ccc3ccccc3c2)S1 (stereo not given)
  7.6	4.0	0.6%	.
- COC(=O)CCN(C(=O)c1cc(OC)c(OC)c(OC)c1)c1ccccn1
  -6.4	15.1	3.9%	-3.1%

Not all compounds are listed (hit frequency here may not be typical).
